IEC-6 cytotox = IEC-6 cytotoxicity, counter-screen for KLF5 inhibitors; luminescence viability; inhibition, % at 5 µM; hit rate 0.78% among 290,000; in the data active means inhibition above about 22%;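 further: 0% = plate median of test compound wells and 100% = cytotoxic reference compound wells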
HSF1 inh = HSF1 inhibition; NIH3T3-HGL HSE-luciferase, MG132-induced, luminescence 8 h; hits give low values; activity change, negative = inhibition, % at 7.5 µM (by protocol); hit rate 0.77% among 300,000; AID 2098;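 active means more than half of replicate wells show activity change below -50%, luminescence cut by over half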;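 further: luciferase reports HSF-1 transcriptional activity via heat shock element; 0% = median of DMSO wells and -100% = zero luminescence signal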
Platelet DG rel = platelet dense granule release activity; human platelet-rich plasma, SFLLRN dense granule ATP release, luminescence; inhibition, %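 (compounds screened at 7.5 µM in platelet-rich plasma)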; hit rate 0.22% among 300,000;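 active means mean replicate score, as percent of positive control, at or above 50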
GSK3B inh = human GSK3beta kinase inhibition; activity score (negative = inhibition), % at 10 µM; AID 2097; hit rate 0.038% among 300,000; GST-GSK3beta kinase, ADP-Glo luminescence, 60 min; hits give low values; P49841;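 active means more than half of replicate wells score below -50%, meaning over 50% inhibition versus plate controls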;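 further: 0% = median DMSO wells and -100% = median GW8510 positive control wells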
Target sequence (P49841 whole entry, looked up): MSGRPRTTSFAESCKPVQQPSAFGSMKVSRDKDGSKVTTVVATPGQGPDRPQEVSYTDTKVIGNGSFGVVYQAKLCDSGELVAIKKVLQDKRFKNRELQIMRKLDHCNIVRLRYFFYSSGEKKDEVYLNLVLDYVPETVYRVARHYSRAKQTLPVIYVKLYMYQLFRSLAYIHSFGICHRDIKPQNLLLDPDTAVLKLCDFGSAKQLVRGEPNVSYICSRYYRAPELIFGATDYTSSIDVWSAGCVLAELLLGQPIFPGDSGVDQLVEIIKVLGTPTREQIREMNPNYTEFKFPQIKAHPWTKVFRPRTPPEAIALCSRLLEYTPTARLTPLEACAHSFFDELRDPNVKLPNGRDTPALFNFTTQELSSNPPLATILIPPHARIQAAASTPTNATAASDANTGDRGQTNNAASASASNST
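Assay system: GST-tagged human GSK3beta kinase, cell-free; Input: 1.6 ng GSK3beta; Medium: Tris/MgCl2 kinase buffer; Timing: 60 min enzyme reaction, room temperature; Signal: ADP-Glo luminescence quantifying ADP generated by kinase; Evaluation: score relative to plate controls; Benchmarks: DMSO neutral wells and GW8510 at 20 µM as positive.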
GSK3 alpha inh = human GSK-3 alpha kinase inhibition; hit rate 0.1% among 320,000; inhibition, % at 10 µM; ADP-Glo luminescence, 60 min;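 in the data active means inhibition above about 50%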;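 further: GST-tagged GSK-3 alpha with peptide substrate and 25 µM ATP; 0% = DMSO neutral wells and 100% = GW8510 positive control wells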
Target sequence (P49840 whole entry, looked up): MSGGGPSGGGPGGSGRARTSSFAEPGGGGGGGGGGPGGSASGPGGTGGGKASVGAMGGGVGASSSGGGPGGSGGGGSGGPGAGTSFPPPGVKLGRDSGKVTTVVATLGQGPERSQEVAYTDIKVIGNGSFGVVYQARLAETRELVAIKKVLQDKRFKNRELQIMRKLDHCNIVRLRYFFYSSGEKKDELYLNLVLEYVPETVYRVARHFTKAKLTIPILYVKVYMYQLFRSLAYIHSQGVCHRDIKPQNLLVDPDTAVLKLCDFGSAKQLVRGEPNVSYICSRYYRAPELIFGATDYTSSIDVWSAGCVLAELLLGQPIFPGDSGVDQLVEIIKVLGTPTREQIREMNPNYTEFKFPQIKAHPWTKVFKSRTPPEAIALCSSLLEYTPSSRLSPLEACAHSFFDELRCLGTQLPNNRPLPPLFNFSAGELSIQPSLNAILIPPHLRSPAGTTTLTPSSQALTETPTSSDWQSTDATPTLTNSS
KLF5 inhibitor = inhibitors of KLF5 expression; hit rate 0.23% among 290,000; AID 1700; DLD-1 KLF5 promoter-luciferase reporter, luminescence; inhibition, % at 5 µM;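 active means inhibition above a per-plate limit of that plate's mean compound inhibition plus 3 SD, cut at about 60% in these data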;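 further: 0% = DMSO wells and 100% = LY294002 at 200 µM; higher means less KLF5 promoter-driven luciferase light; inactives centre near -14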
aSyn UTR inh = MLPCN primary screen, SNCA 5' untranslated region | hit rate 0.82% among 300,000 | inhibition, % (tested at 7.5 µM) | alpha-synuclein 5'UTR reporter, inhibitor activity; in the data active means inhibition above about 60%;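 further: H4 neuroglioblastoma cells stably carrying SNCA 5'UTR luciferase fusion; 0% = DMSO wells and 100% = positive control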
Dyrk1A ADPGlo = blocks rat Dyrk1A kinase activity; ADP-Glo luminescence, NFATc1 peptide; inhibition, % at 12.5 µM; hit rate 0.43% among 310,000; Q63470; AID 504441; in the data active means inhibition above about 50%;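 further: plate controls were vehicle with enzyme for no effect and no enzyme for full effect; many of its hits are not listed in these tables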
HSP90 inh = HSP90 refolding inhibition in rabbit reticulocyte lysate; inhibition, % at 5.6 µM; luciferase refolding luminescence, 3 h; hit rate 0.91% among 290,000; AID 1789;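 active means inhibition above the screen-wide mean plus 3 SD, computed separately per campaign, cut at about 16% in these data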;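 further: 0% = DMSO wells and 100% = 60 µM geldanamycin wells; inhibitors lower the luminescence because luciferase stays unfolded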
HSF-1 act = increases HSF-1 driven luciferase reporter signal. activation, % at 9 µM. NIH3T3-HGL HSF-1 luciferase reporter, MG132, 8 h; 100% = twice DMSO control signal. hit rate 1.7% among 300,000;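 active means mean replicate activation of at least 50% with a set share of replicates each reaching 50%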;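 further: 0% = median of the neutral control wells and 100% = twice that signal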
The depositor's hits bear a star; / = no result given. Only part of the results is shown; the hit share may differ from the screen's.

SMILES	IEC-6 cytotox	HSF1 inh	Platelet DG rel	GSK3B inh	GSK3 alpha inh	KLF5 inhibitor	aSyn UTR inh	Dyrk1A ADPGlo	HSP90 inh	HSF-1 act
Cc1cccc(N2CCN(C(=O)c3cn(C)c(=O)c4c3c3ccccc3n4C)CC2)c1C	0	17	1	-1	2	-22	-7	0	-4	30
CC(C)c1ccc(CN(C(=O)/C=C/c2ccco2)C2CCS(=O)(=O)C2)cc1 (stereo unspecified)	-9	7	-15	-3	2	-23	-32	4	0	35
O=C(NC(=S)NCCN1CCOCC1)c1ccccc1Cl	7	0	-2	-1	0	7	8	7	4	10
CCOC(=O)c1cc(-c2cccc([N+](=O)[O-])c2)nc2[nH]c(=O)[nH]c(=O)c12	-1	-3	-3	2	1	-12	0	-3	3	-10
Cc1ccc(/C=C2/Sc3ccc(C(=O)NCc4ccccn4)cc3NC2=O)cc1	-7	5	-25	1	1	-25	12	-5	-5	4
CCC(C)(C(=O)NC1CCCCC1)N(C(=O)C1CCC(=O)N1)c1ccccc1 (stereo unspecified)	1	-3	0	-2	0	-19	1	-2	5	-1
CCc1ccc(NC(=O)C(=O)NCC2CCCN2S(=O)(=O)c2ccccc2)cc1 (stereo unspecified)	/	2	16	3	-1	/	14	-4	/	-8
Cc1[nH]nc(SCC(=O)NC(C)c2ccccc2)c1[N+](=O)[O-] (stereo unspecified)	-3	5	-18	0	-2	-14	-10	7	2	-1
COc1ccc(NC(=O)CN(C)C(=O)c2ccc(N3CCCCCC3)c([N+](=O)[O-])c2)cc1	/	23	-7	1	1	/	32	-3	/	67*
O=C(CSc1ccccn1)NC1CCCC1	-6	12	-6	1	-5	-36	21	/	0	4
Cc1ccc(O)c(C(=O)c2cnc3onc(-c4ccc(F)cc4)c3c2)c1	1	3	2	0	1	-9	9	-2	3	27
COc1ccccc1C1NC(c2ccccc2OC)C(C)C(=O)C1C (stereo unspecified)	7	-4	-2	4	/	8	14	20	1	0
CC(=O)Nc1ccc(-n2nnnc2SCC(=O)NC2CCCC2)cc1	2	-7	-1	-3	-1	-2	1	8	-2	-4
COc1ccccc1CN1C(=O)C(=O)N(Cc2cccc(C)c2)C1=O	4	-3	2	0	-1	-11	-11	-1	-1	-16
COc1ccc(N(C)C(=O)Cc2c(C(=O)O)[nH]c3ccccc23)cc1	-1	-2	-4	0	-2	-21	10	-4	-1	-6
COc1ccc(C(C)NC(=O)CCc2ccccc2)cc1 (stereo unspecified)	-6	-10	1	0	-1	-2	-3	-3	-3	-6
N#CCCN1CCN(S(=O)(=O)c2ccc(S(=O)(=O)N3CCOCC3)cc2)CC1	2	3	4	3	-1	-22	7	-3	1	6
Cc1cc(OCC(=O)N(C)Cc2ccccc2)cc(C)c1Cl	3	-3	1	3	-3	-12	13	1	0	12
Cc1nc2cc(N3CCCCC3)c(NC(=O)c3ccncc3)cc2c(=O)n1Cc1ccc(Cl)cc1	1	-7	-3	-2	2	-17	62*	/	0	-21
CCN(CC)CCCNC(=O)CCC(=O)Nc1ccc2nc(N3CCC(C)CC3)cc(C)c2c1	4	2	4	-3	-1	-36	-62	10	1	3
Cn1c(=O)oc2cc(S(=O)(=O)Nc3ccc(F)cc3)ccc21	6	-7	/	1	-2	-13	0	2	-4	8
Cc1cc(C)cc(C(=O)Nc2ccc(NC(=O)c3cccs3)cc2)c1	3	-2	-3	-2	-2	-24	-8	2	1	16
CCOc1ccc(C(C)=O)cc1N1C(=O)C2C3C=CC(C3)C2C1=O (stereo unspecified)	-1	-7	3	-3	0	-1	10	-7	6	11
COCCNC(=O)C(OC(=O)c1ccco1)c1ccccc1F (stereo unspecified)	3	-3	-4	1	-2	-37	2	-3	6	-1
Cc1ccc(CN2CCC(n3nccc3NC(=O)CCCc3ccccc3)CC2)o1	0	12	7	4	2	-5	5	-3	-2	44
COc1ccccc1N1CCN(C(=O)CSc2nnc3c4ccccc4nc(Cc4ccccc4)n23)CC1	-1	4	-1	5	-1	-23	24	/	2	-11
O=S1OCCN1c1ccccc1 (stereo unspecified)	8	1	-15	-1	-2	-12	-15	10	-4	11
C=CCn1c(SCC(=O)Nc2ccc(NC(=O)c3ccco3)c(OC)c2)nnc1-c1ccncc1	0	0	0	5	-2	-32	17	-10	-2	-2
CC1=C/C(=N\NC(=O)c2ccc(O)cc2)CC1	5	10	-6	-3	4	-22	-16	0	-2	0
CC(C)(C)c1nc(SCC(=O)Nc2ccc3c(c2)OCCO3)c2ccccc2n1	7	2	-13	2	-1	-3	13	-6	3	-6

Overlap with the part before: 4 entries, followed by the next part.
SMILES	IEC-6 cytotox	HSF1 inh	Platelet DG rel	GSK3B inh	GSK3 alpha inh	KLF5 inhibitor	aSyn UTR inh	Dyrk1A ADPGlo	HSP90 inh	HSF-1 act
O=S1OCCN1c1ccccc1 (stereo unspecified)	8	1	-15	-1	-2	-12	-15	10	-4	11
C=CCn1c(SCC(=O)Nc2ccc(NC(=O)c3ccco3)c(OC)c2)nnc1-c1ccncc1	0	0	0	5	-2	-32	17	-10	-2	-2
CC1=C/C(=N\NC(=O)c2ccc(O)cc2)CC1	5	10	-6	-3	4	-22	-16	0	-2	0
CC(C)(C)c1nc(SCC(=O)Nc2ccc3c(c2)OCCO3)c2ccccc2n1	7	2	-13	2	-1	-3	13	-6	3	-6
CCOC(=O)Cn1nc(C)n(-c2ccc(Br)cc2)c1=O	7	-6	1	3	0	10	8	0	1	2
O=C1CCN(C(=S)NCc2ccccc2)CC1	-3	2	1	0	-2	-23	-5	-20	-2	15
COc1cc(OC)c(OC)cc1CN1CCN(Cc2cccc(F)c2)CC1	0	-1	-7	0	0	-3	4	-1	3	-9
COc1ccc(NC(C)=O)cc1NC(=O)c1ccc2ccccc2c1	6	6	1	0	-3	2	-33	14	-4	9
Cc1cccc(CN(CC(=O)N/N=C/c2ccco2)S(=O)(=O)c2ccc(Cl)cc2)c1	1	-1	0	-1	-1	20	5	3	-1	5
CC(C)OCCCNc1ncc2c(n1)CC(c1ccccc1)CC2=O (stereo unspecified)	-2	-5	1	2	19	-11	3	8	2	0
O=C(CCC(=O)N1CCN(S(=O)(=O)c2ccc3ccccc3c2)CC1)NCC(F)(F)F	7	-5	-9	0	-1	5	15	1	-2	4
Cc1c(CN2CCN(c3cccc(C(F)(F)F)c3)CC2)c(=O)n(-c2ccccc2)n1C	-1	-5	3	3	0	4	3	-2	3	-4
Cn1c(=O)c(Sc2ccccc2)c(O)c2ccccc21	2	-3	3	0	-1	-10	23	2	2	9
CCCCn1c(N)c(N(CC(C)C)C(=O)c2oc3ccc(Br)cc3c2C)c(=O)[nH]c1=O	/	4	-17	3	1	/	-6	14	/	3
O=C(Nc1ccccc1Cl)N1CCN(c2ccccn2)CC1	-6	3	-1	1	0	-33	11	-5	5	5
COc1ccc(N(CC(=O)Nc2ccccc2C(=O)NCc2ccco2)S(C)(=O)=O)cc1	-12	-1	8	-21	0	-18	27	-4	1	6
O=C(CN1CCN(S(=O)(=O)c2ccc(F)cc2)CC1)Nc1cc(C(F)(F)F)ccc1Cl	-4	-5	-2	-8	/	-48	25	9	-1	19
CC(=O)NCC(=O)NNC1CC(=O)N(c2cccc(Cl)c2)C1=O (stereo unspecified)	-4	-9	-7	0	-3	-15	5	/	-9	-9
Cc1ccc(C)c(N(CC(=O)NC2CCCC2)C(=O)c2oc(C(C)(C)C)cc2C)c1	4	11	-12	4	-2	-6	-17	-1	-1	1
CC1CCN(C(=O)c2cc3c(=O)n4ccccc4nc3s2)CC1	5	9	3	-2	0	-57	-78	0	-1	20
COc1ccccc1NC(=O)CN(Cc1ccco1)C(=O)c1ccc(Cl)nc1	2	-1	7	-1	0	-3	-51	-4	6	-2
O=C(Cn1cc([N+](=O)[O-])cn1)NCc1cc2ccccc2[nH]1	9	-3	12	0	4	-57	-5	0	3	15
Cc1ccc([N+](=O)[O-])cc1NC(=O)CN(C(=O)c1ccc(Cl)cc1)C1CCCCC1	-1	-7	3	-3	0	-21	11	2	-1	-19
CSc1nnc(C)c(/C=C/Nc2ccc(F)cc2F)n1	1	-9	-10	0	-1	-19	9	-5	0	-13
COC(=O)c1ccc(NC(=O)C[n+]2ccccc2C)cc1	-3	-1	1	3	-4	-64	-2	-1	20*	-1
CC1CC(C)CN(CC(=O)N2CCCc3c2c(=O)oc2ccc(OCc4ccccc4)cc32)C1 (stereo unspecified)	5	2	-3	-1	/	1	8	-6	4	-1
Cc1sc(/N=C/c2c(O)ccc3ccccc23)c(C#N)c1C	-8	-5	-3	-2	0	-17	-7	/	-4	-6
Cc1ccc(CC(=O)Nc2cccc(C#N)c2)cc1	-2	7	21	1	/	-49	-7	2	-3	1
CC(C)Cc1nnc(NC(=O)CCC(=O)N2CCN(c3ccc(Cl)cc3)CC2)s1	2	24	-8	-2	-3	-4	-11	-5	3	49
Cc1csc(NC(=O)[C@@H]2CCCN2C(=O)c2cccs2)n1	-7	2	-2	1	-1	-7	9	18	0	32
CCc1n[n+](CC(=O)c2ccccc2)c(N)s1	2	/	/	/	/	40	/	0	52*	/
Cc1nn(Cc2ccc(Cl)cc2Cl)c(Cl)c1/C=N/NC(=O)CNc1cccc(C(F)(F)F)c1	-2	/	5	2	-4	-21	1	/	-1	/
COc1ccccc1N1C(=O)CC(Sc2nc(C)cc(C)n2)C1=O (stereo unspecified)	0	3	5	-2	3	8	3	-7	6	23
CCc1ccc(CNC(=O)c2cc3c(C)nc4ccccc4c3o2)cc1	0	0	8	2	0	-10	15	-2	1	-4
COCCn1cnc2c(c1=O)c1nc3ccccc3nc1n2/N=C/c1cccc(OC)c1	0	-5	2	-2	-6	-35	9	/	-3	-22
Cc1cc(C)nc(SCC(=O)N/N=C/c2cc(C)n(-c3ccccc3C)c2C)n1	-1	-7	1	2	-1	-35	-11	7	-1	-5
COc1ccc(C(C(=O)NC2CCCC2)N(Cc2cccs2)C(=O)c2ccn[nH]2)cc1OC (stereo unspecified)	0	-1	-6	-3	-1	-4	6	-2	1	8
CCCN1CCN(CCCNC(=O)c2ccc3nc(N4CCCCC4)sc3c2)CC1	0	-12	-4	0	1	-138	-214	6	3	-4
CC1(C)C(C=C(Cl)Cl)C1C(=O)Nc1ccc(S(=O)(=O)Nc2ncccn2)cc1 (stereo unspecified)	2	-13	-7	0	-4	3	-1	6	1	-4
O=S(=O)(Nc1nc2c(s1)CCCC2)c1ccc2ccccc2c1	2	6	5	-5	/	-18	9	-1	4	7
CCn1cc([N+](=O)[O-])c(C(=O)N2N=C(c3cccc4ccccc34)CC2c2ccccc2O)n1 (stereo unspecified)	4	15	3	-1	-3	-5	16	-16	8	8
COc1ccc2c(c1)cc1c(=O)n(CC(=O)NCCCOC(C)C)nc(C)n12	-2	-1	-1	-6	0	9	-6	2	3	8
Cc1ccc(-c2cc(C(F)(F)F)n3nc(C(=O)N4CCN5CCCC5C4)cc3n2)cc1 (stereo unspecified)	2	2	0	/	-1	-9	19	4	6	5
O=C(O/N=C1/CCCc2occc21)c1ccc(Cl)cc1Cl	8	4	-10	4	0	15	-18	-3	4	13
Cn1c(SCc2ccc(F)cc2)nnc1-c1cnccn1	1	12	-1	-1	-1	-16	-85	-3	2	1
